MCL1 BIM primary: inhibitors of human MCL1 binding to BIM-BH3 peptide. Q07820. GST-MCL1 / FITC-Bim-BH3 fluorescence polarization. inhibition, % at 10.9 µM. hit rate 0.68% among 320,000. AID 2057;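 active = inhibition above the mean inhibition of all tested compounds plus 3 SD, set per campaign, cut at about 40% in these data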;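 also: 0% = DMSO wells and 100% = unlabeled Bim-BH3 peptide control; higher means more loss of mP so more displacement of Bim peptide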
GLD-1 RNA inh: GLD-1-TGE RNA interaction inhibition (C. elegans) | Q17339 | purified GLD-1 + fluorescein TGE RNA, fluorescence polarization | inhibition, % at 5.96 µM | hit rate 0.44% among 320,000;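 active = percent inhibition above a per-plate cutoff, the plate mean of test compounds plus 3 SD, cut at about 30% in these data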;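 also: 0% = DMSO wells with GLD-1 and probe and 100% = wells lacking GLD-1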
MEX-5 binding: C. elegans MEX-5 TCR-2 RNA binding activity; MEX-5/FITC-TCR2 RNA binding, fluorescence polarization; active compounds read low; hit rate 0.38% among 300,000; activity score (negative = inhibition of binding), % at 10 µM;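 active = inhibition past about -25% in most replicates, and total fluorescence under double the plate's negative control median, limit read from the data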;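 also: 0% = DMSO and -100% = 5 µM competing unlabeled TCR2 RNA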
Target sequence (Q9XUB2 whole entry, looked up): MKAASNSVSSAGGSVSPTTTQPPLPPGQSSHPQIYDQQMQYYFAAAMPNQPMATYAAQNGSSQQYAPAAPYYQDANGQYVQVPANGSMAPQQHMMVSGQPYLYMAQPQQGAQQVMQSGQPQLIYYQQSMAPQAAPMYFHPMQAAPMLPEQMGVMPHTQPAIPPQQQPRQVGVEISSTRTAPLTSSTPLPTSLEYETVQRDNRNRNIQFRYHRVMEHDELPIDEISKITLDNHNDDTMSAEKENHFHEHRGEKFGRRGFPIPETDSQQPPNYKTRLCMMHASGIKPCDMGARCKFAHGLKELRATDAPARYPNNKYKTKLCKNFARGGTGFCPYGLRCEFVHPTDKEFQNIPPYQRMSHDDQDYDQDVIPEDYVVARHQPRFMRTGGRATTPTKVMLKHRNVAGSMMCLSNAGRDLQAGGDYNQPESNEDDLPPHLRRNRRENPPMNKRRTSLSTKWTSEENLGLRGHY
TPT1 inh: inhibitors of Candida albicans tRNA 2'-phosphotransferase TPT1; recombinant caTPT1, FP RNA substrate dephosphorylation; inhibition, % at 5 µM; hit rate 0.81% among 300,000; AID 1962;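 active = inhibition above the mean of all tested compounds plus 3 SD, set per screening campaign, cut at about 24% in these data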;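 also: plate controls were DMSO alone for no effect and ferristatin control at 100 nM for full effect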
GSTO1 counter: GSTO1 inhibition, counter-screen for RBBP9 inhibitors; inhibition, % at 5.96 µM; hit rate 1.1% among 300,000; recombinant GSTO1, activity-based probe fluorescence polarization; AID 1974; P78417;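 active = inhibition above the campaign mean inhibition plus 3 SD, cut at about 35% in these data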;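 also: 0% = GSTO1-1 with DMSO and 100% = wells lacking GSTO1-1 enzyme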
Target sequence (P78417 whole entry, looked up): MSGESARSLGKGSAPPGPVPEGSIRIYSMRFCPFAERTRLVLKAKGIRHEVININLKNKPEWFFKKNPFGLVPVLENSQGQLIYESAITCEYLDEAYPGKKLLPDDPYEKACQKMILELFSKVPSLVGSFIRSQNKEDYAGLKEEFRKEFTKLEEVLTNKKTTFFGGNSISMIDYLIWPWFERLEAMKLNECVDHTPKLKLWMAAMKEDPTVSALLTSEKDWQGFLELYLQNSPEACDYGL
PAD4 FP inh: inhibitors of human PAD4. AID 485272. recombinant PAD4, RCA probe fluorescence polarization. Q9UM07. hit rate 0.41% among 330,000. inhibition, % at 6.36 µM;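 active = percent inhibition above a cutoff equal to the mean of all tested compounds plus 3 SD, cut at about 15% in these data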;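 also: 0% = PAD4 with RCA probe and DMSO and 100% = probe without PAD4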
BCLXL inh: Bcl-xL (human) inhibition. Q07817. GST-Bcl-xL / FITC-Bim BH3 peptide fluorescence polarization. inhibition, % at 10.9 µM. hit rate 0.7% among 320,000. AID 2129;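 active = inhibition above the mean of all tested compounds plus 3 SD, cutoff set per campaign, cut at about 30% in these data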;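 also: 0% = DMSO wells and 100% = unlabeled Bim-BH3 peptide competitor; inhibitors lower millipolarization by displacing the labeled peptide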
Target sequence (Q07817 whole entry, looked up): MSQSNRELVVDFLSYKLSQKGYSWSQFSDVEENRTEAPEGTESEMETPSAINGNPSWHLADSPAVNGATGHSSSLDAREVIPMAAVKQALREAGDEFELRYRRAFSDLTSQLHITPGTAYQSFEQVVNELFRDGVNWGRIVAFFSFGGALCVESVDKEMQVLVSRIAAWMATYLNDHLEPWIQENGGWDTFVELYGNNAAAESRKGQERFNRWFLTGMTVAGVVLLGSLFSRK
PME-1 primary: blocks human protein phosphatase methylesterase 1; inhibition, % at 5.9 µM; Q9Y570; recombinant PME-1, FP-Rh probe fluorescence polarization; hit rate 0.53% among 320,000; AID 2130;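 active = inhibition above the campaign mean of all compounds plus 3 SD, cut at about 26% in these data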;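 also: competitive labeling of PME-1 active site by serine hydrolase directed probe; 0% = PME-1 with DMSO and 100% = wells lacking PME-1 enzyme; inhibitors block probe labeling so polarization falls and inhibition rises; many of its hits are not listed in these tables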
Fam108B inh: blocks mouse Fam108B hydrolase in RBBP9 counter-screen. recombinant Fam108B, FP-Rh probe fluorescence polarization. hit rate 0.33% among 300,000. inhibition, % at 9.51 µM. AID 1947;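 active = inhibition above the screen mean inhibition plus 3 SD, computed separately per campaign, cut at about 18% in these data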;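 also: inhibitors lower polarization as less probe binds the enzyme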
Starred values were filed as active, the others as inactive; x = not tested or not shown. Not all compounds are listed; count on the stated rates, not on these rows.

SMILES	MCL1 BIM primary	GLD-1 RNA inh	MEX-5 binding	TPT1 inh	GSTO1 counter	PAD4 FP inh	BCLXL inh	PME-1 primary	Fam108B inh
O=C(NCc1ccccc1)c1ccc(Oc2ccc(C(=O)NCc3ccccc3)cc2)cc1	-8	6	1.9	1	2	-2	-1	1	-4
O=C(COC(=O)/C=C/c1ccccc1Cl)NCCNC(=O)COC(=O)/C=C/c1ccccc1Cl	-1	0	-1.9	-3	0	-3	-1	2	-3
COc1ccc(OC)c(C2=NOC(C(=O)N3CCN(c4ccccc4)CC3)C2)c1 (stereo not drawn)	5	3	0.3	-1	1	-1	5	0	3
CCOc1ccc(CN(C)CCc2ccccn2)cc1	5	-4	2.0	-1	2	-4	2	-3	0
Cn1cc(CN2CCC(n3nccc3NC(=O)CCCc3ccccc3)CC2)cn1	1	3	1.2	-2	0	1	8	-3	-3
CCC(C)c1ccccc1N1CC(C(=O)N2CCN(S(=O)(=O)c3ccc(F)cc3)CC2)CC1=O (stereo not drawn)	-12	1	-1.9	4	3	5	-9	16	2
Clc1ccc(-c2nnnn2-c2ccc(Cl)cc2)cc1	2	-6	1.7	-1	5	-4	3	3	0
Cc1cc(C)n(C(C)CNC(=O)c2ccc3c(c2)OCO3)n1 (stereo not drawn)	3	11	1.4	-4	9	5	-1	-6	1
CC1Cc2ccccc2N1C(=O)CSc1nc2c(c(=O)n(C)c(=O)n2C)n1Cc1ccccc1 (stereo not drawn)	-6	-3	-2.3	-5	2	0	-4	8	-11
Cc1cccc(C)c1NC(=O)C1CCCN1S(=O)(=O)c1ccc2c(c1)n(C)c(=O)c(=O)n2C (stereo not drawn)	8	9	-1.0	-1	2	-2	5	-3	2
Cc1cccc(N2CCN(S(=O)(=O)c3ccc4c(c3)C(C)(C)C(=O)N4C)CC2)c1C	18	5	-0.2	3	4	0	3	-4	-2
c1ccc2c(Cn3nnc4ccccc43)cccc2c1	9	4	0.7	0	0	-5	5	-4	-2
O=S(=O)(c1cc(Cl)cc(Cl)c1O)N1CCC2(CC1)OCCO2	-6	1	-3.3	-1	4	-4	-1	8	4
Cc1nc(SCC(=O)Nc2cccnc2Cl)nc(C)c1C	8	-3	-1.6	3	3	4	3	7	-2
Cc1ccc(S(=O)(=O)N(C)C)cc1NC(=O)CSc1nncs1	-6	0	-3.6	4	-4	1	1	2	3
Nc1nc(Nc2cccc(Cl)c2)nc(NCc2ccco2)c1[N+](=O)[O-]	-2	1	-1.1	2	-26	-6	5	-27	-17
CC(NC(=O)/C=C/c1ccco1)c1nc2ccccc2n1Cc1c(Cl)cccc1Cl (stereo not drawn)	0	1	-3.3	2	-2	3	4	-6	-2
COc1ccccc1CN1CCNC(=O)C1CC(=O)N(C)Cc1nc(C)cs1 (stereo not drawn)	8	12	4.2	-2	0	-1	11	3	-3
CCOC(=O)CNC(=O)CSc1nnc(-c2ccccc2)n1Cc1ccco1	-10	-2	1.7	0	6	-3	-13	2	-3
CCOC(=O)CN(C(=O)c1ccccc1)c1ccccc1C	5	1	1.1	-2	12	-1	5	4	10
CCC(Cc1ccccc1)NC(=O)C1CCN(S(=O)(=O)c2c(C)noc2C)CC1 (stereo not drawn)	7	0	-0.2	1	1	2	0	4	4
Fc1ccc(CNc2nc3ccccc3n3nnnc23)cc1	60*	11	2.6	-3	2	0	49*	6	-1
O=C(N/C(=C\c1cccnc1)C(=O)N1CCCCC1)c1cccc(Br)c1	9	10	3.0	-2	3	0	-1	-4	3
O=C(O)c1ccc2c(=O)n(-c3ccc(F)cc3)c(=S)[nH]c2c1	2	1	0.3	-4	2	2	8	-1	14
CCCc1nnc(NC(=O)c2ccc([N+](=O)[O-])cc2)s1	1	-6	-0.2	1	-7	-3	6	-5	4
Cc1cc(C)nc(NC(=O)c2ccccc2O)n1	10	0	-0.7	-5	-5	7	3	1	0
Cc1cc(C(=O)OCC(=O)N2CC(C)OC(C)C2)ccc1[N+](=O)[O-] (stereo not drawn)	-8	-3	-2.0	-1	1	-2	-5	1	-1
Cc1cccc(C(C)Nc2ccc([N+](=O)[O-])cn2)c1 (stereo not drawn)	10	2	0.7	-5	-2	0	8	-1	0
O=C(COc1ccc(Cl)cc1Cl)N1CCCC1	0	7	-3.0	-2	7	2	7	6	3
Cc1c(N)ccc(-n2nc3ccccc3n2)c1C	-1	3	0.4	-5	1	-1	-6	6	2
O=C(NCCF)[C@H]1C[C@@H]1[C@H](NP(=O)(c1ccccc1)c1ccccc1)c1ccccc1	13	4	1.5	-1	9	0	4	0	0
CCCOC(=O)c1ccc(Cl)c(NC(=O)c2cccnc2)c1	0	4	-0.5	-8	1	-8	3	-4	-4
Cc1ccc(N2C(=O)CS(=O)(=O)CC2=O)cc1	-1	3	0.1	0	-1	-3	-1	1	-4
CC1CC1c1ccc(/C=C(\C#N)C(=O)Nc2ccccc2Cl)o1 (stereo not drawn)	5	-3	2.1	-1	-3	1	2	-11	-8
COc1ccccc1NS(=O)(=O)c1ccc(NC(=O)N2CCCCC2)cc1	7	-4	-3.9	1	-7	-3	7	8	-3
Cc1ccccc1N(C(=O)CNC(=O)c1ccco1)C(C(=O)NC1CCCCC1)c1ccncc1 (stereo not drawn)	-6	-5	-1.1	5	-2	5	0	5	-2
CCOC(=O)C1(c2nc(N)cs2)COC(=O)C1 (stereo not drawn)	0	6	0.8	-4	5	1	9	-4	4
CCCCOc1ccc(NC(=O)C(=O)NCCCn2ccnc2)cc1	6	0	-1.2	-3	3	-1	12	-2	6
COC(=O)c1ccc(NC(=O)CN2CCN(c3cccc(Cl)c3)CC2)cc1	4	3	-1.4	-1	7	0	3	3	5
CC(C)COc1cccc(C(=O)NC(=S)Nc2cccc(NC(=O)c3ccccc3Cl)c2)c1	13	4	3.1	-2	-4	-3	3	-15	-15
CCc1nn(C(C)C(=O)NCCc2ccc(OC)c(OC)c2)c(=O)c2cc3occc3n12 (stereo not drawn)	-3	0	-1.0	3	5	-4	3	2	1
CCCCn1c(C)cc(/C=C(\C#N)C(=O)O)c1C	-2	1	3.2	3	3	2	1	-6	4
COc1cc(N=Nc2cccc(S(N)(=O)=O)c2)c2ccccc2c1N	-58	-120	-16	89*	-7	-11	-26	30*	34*
Cc1cc(C)nc(N2CCC(C(=O)NCc3cccs3)CC2)n1	2	1	-0.4	0	6	2	-3	1	1
O=C(c1cc(S(=O)(=O)N2CCOCC2)c(Cl)cc1Cl)N1CCCCC1	4	-4	0.9	-2	-4	0	3	9	-1

Printed as active in TPT1 inh, among the entries above:
smiles | MCL1 BIM primary | GLD-1 RNA inh | MEX-5 binding | TPT1 inh | PAD4 FP inh | BCLXL inh | PME-1 primary
COc1cc(N=Nc2cccc(S(N)(=O)=O)c2)c2ccccc2c1N | -58 | -120 | -16 | 89* | -11 | -26 | 30*

Going on with the list.
SMILES	MCL1 BIM primary	GLD-1 RNA inh	MEX-5 binding	TPT1 inh	GSTO1 counter	PAD4 FP inh	BCLXL inh	PME-1 primary	Fam108B inh
CC1Cc2cc(S(=O)(=O)N3CCN(c4ccccc4F)CC3)ccc2N1C(=O)C1CC1 (stereo not drawn)	-1	-1	-1.3	-2	2	-3	4	8	-1
CCOc1ccc(C(=O)CCC(=O)Nc2ccncc2)cc1	-6	-4	x	x	x	-7	-7	-6	x
COC(=O)c1ccc(CN(C(=O)N2CCN(C)CC2)S(=O)(=O)c2ccc(C)cc2)cc1	4	2	-5.1	4	-2	-10	0	-2	-5
CN(C)c1ccc(/C=N/NC(=O)CCc2nc3ccccc3[nH]2)cc1	-2	-4	0.0	2	-3	1	-5	1	3
O=C(Nc1cc(C(F)(F)F)cc(C(F)(F)F)c1)Nc1cnn(-c2ccc([N+](=O)[O-])cc2)c1C(F)(F)F	8	7	-2.4	-6	0	2	4	8	0
O=C(Nc1ccc(Cc2ccc(NC(=O)C3CC3)cc2)cc1)C1CC1	4	-3	0.7	-2	-2	0	2	-11	0
CSc1n[nH]c(/N=C/c2oc(O)c3ccccc23)n1	2	3	-2.5	1	1	-2	8	1	-2
CC(=O)Nc1cc(S(=O)(=O)Nc2cccc(C)c2)c(C)cc1C	-2	5	x	-3	0	3	-4	0	2
CSc1nnc(Cc2cc(=O)[nH]c(=O)[nH]2)n1-c1cc(C)ccc1C	1	6	-2.7	0	-9	-7	9	-5	-6
O=C(CN1C(=O)CCC1=O)Nc1ccc(Cc2ccc(NC(=O)CN3C(=O)CCC3=O)cc2)cc1	5	2	-0.1	1	-2	0	3	6	-1
Cc1nc2ccccc2c(=O)n1NC(=O)c1cncc(Br)c1	4	2	0.3	0	-2	-4	6	0	-1
Oc1ccc(-c2nccc(-c3ccc(Br)cc3)n2)cc1	3	-4	-1.1	0	-5	4	9	-5	-3
O=C(O)c1cnc(-c2ccccc2)nc1C(F)(F)F	3	-6	1.3	1	0	4	-1	9	-2
COc1ccc(CCN(C)C(=O)CCCN2C(=O)c3cccc4cccc(c34)C2=O)cc1OC	3	5	0.2	-3	1	1	3	-6	0
CC(C)Oc1ccc(/C=C/C(=O)NCC2COc3ccccc3O2)cc1 (stereo not drawn)	-3	1	-1.6	1	-1	-1	-4	-4	-1
Cc1ccc(C(=O)NCc2ccccn2)o1	4	6	-3.6	-2	0	-3	5	-4	0
CCCc1cc(=O)oc2cc(OCC(=O)NCCCN3CCOCC3)ccc12	1	7	-0.8	1	0	-5	7	0	2
CCOC(=O)N1CCN(C(=O)CCSc2ccc(C)cc2)CC1	-1	3	-0.4	2	2	-3	6	8	6
O=C(COC(=O)c1ccccc1Br)Nc1ccccc1F	-4	-4	1.3	0	-8	-7	-2	-1	0
CCC(=O)N1CCN(c2ccc(NC(=S)NC(=O)c3cccc([N+](=O)[O-])c3)cc2)CC1	10	-1	1.5	-7	6	3	9	0	5
Cc1ccc(NC(=S)NCCc2ccc(S(N)(=O)=O)cc2)cc1C	-5	-2	0.0	-1	-3	4	4	-1	3
CC1(C)CC(NC(=O)C23CCC(C)(C2Br)C3(C)C)CC(C)(C)N1 (stereo not drawn)	3	-6	x	-3	-2	-2	1	3	-1
CCOc1ccc(-n2c(C)cc(/C=N/N(C)C)c2C)cc1	-8	1	-0.2	6	3	1	5	3	10
CC1Sc2ccc(S(=O)(=O)CCC(=O)NCc3ccccc3)cc2NC1=O (stereo not drawn)	-6	3	0.2	0	-3	-2	-1	1	-2
O=C(CCNS(=O)(=O)c1ccc(Cl)cc1)NCc1cccnc1	-2	-3	0.3	1	-3	1	1	0	0
CCOc1ccc(CC2S/C(=N/N=C/c3ccco3)NC2=O)cc1 (stereo not drawn)	2	1	-4.6	-1	-2	2	7	-4	-1
Cn1c(SCc2ccccn2)nnc1-c1cnccn1	-1	4	-0.8	-5	-1	4	-2	-5	1
CC1CCCCN1C(=O)CSc1nc(-c2ccccc2)cc(=O)[nH]1 (stereo not drawn)	-2	0	-1.2	2	-5	1	3	-1	0
CC(C(=O)NN=C(c1ccccc1)c1ccccc1)N1CCOCC1 (stereo not drawn)	0	6	0.1	3	14	-1	6	0	7
Cc1cccc(C)c1NC(=O)CSc1nnc(-c2cccnc2)o1	-6	0	2.0	-3	7	-1	4	0	-1
CCN(CC)S(=O)(=O)c1ccc(S(=O)(=O)N2CCN(C(=O)c3ccco3)CC2)cc1	-1	7	3.1	1	-8	0	5	4	-2

Screening results: PubChem BioAssay, several laboratories
